ALOX12 inhib: inhibitors of human 12-lipoxygenase (ALOX12); Potency, µM (top dose mostly 57.1 µM), for inactives: at the highest dose activity change, negative = inhibition, actives largely listed as inhibitors; purified 12-hLO, xylenol orange hydroperoxide absorbance; actives 0.12% (n = 150,000); AID 1452; P18054; further: potency means the concentration at half of the fitted maximal effect; nearly all actives have a fitted effect of over 55% in size; many of its hits are not listed in these tables
Target sequence (P18054 whole entry, looked up): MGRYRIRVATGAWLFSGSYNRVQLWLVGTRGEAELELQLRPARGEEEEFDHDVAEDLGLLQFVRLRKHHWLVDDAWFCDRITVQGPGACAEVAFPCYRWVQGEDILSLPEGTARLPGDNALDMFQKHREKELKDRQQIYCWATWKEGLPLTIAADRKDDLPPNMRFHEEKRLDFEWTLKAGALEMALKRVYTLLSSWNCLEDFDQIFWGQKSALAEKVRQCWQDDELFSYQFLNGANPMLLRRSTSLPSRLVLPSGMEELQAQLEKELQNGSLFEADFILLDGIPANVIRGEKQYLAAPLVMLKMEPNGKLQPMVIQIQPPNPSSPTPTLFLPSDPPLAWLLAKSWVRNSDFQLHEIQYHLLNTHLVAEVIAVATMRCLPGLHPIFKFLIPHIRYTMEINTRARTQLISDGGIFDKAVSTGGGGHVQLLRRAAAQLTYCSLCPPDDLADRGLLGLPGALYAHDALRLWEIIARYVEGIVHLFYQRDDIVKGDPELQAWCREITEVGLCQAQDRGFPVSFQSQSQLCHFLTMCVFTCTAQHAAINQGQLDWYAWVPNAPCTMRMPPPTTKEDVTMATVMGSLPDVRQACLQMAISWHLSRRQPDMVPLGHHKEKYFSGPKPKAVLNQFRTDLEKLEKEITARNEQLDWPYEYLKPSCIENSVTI
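Hydroperoxide output read as Fe(III)-xylenol orange absorbance, 573-to-405 nm ratio, after 30 min reaction with 40 uM arachidonic acid. Enzyme: 150 nM purified human 12hLO, 15 min compound preincubation; 25 mM Hepes pH 7.0, room temperature.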
IMPase cell inh: cell-permeable inhibitors of inositol monophosphatase (IMPase) | P97697 | CHO-M1 cells, IP1 accumulation, HTRF TR-FRET ratio | inhibition (IP1 accumulation), % at 46.1 µM | 120,000 tested, under 10 active; active means well fitted curve in the direction sought with a large enough effect in the signal ratio, not every such curve was filed as active; inconclusive means small, poorly fitted or top-dose-only effect, or a change in a side signal; inactive means no such curve, though single readings can be large or run the other way; the % refers to the signal ratio;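 further: cells stimulated with carbachol in lithium chloride buffer; plate controls were DMSO basal wells for no effect and reference inhibitor wells for full effect; higher means more IMPase inhibition seen as more IP1 and lower FRET ratio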
Target sequence (P97697 whole entry, looked up): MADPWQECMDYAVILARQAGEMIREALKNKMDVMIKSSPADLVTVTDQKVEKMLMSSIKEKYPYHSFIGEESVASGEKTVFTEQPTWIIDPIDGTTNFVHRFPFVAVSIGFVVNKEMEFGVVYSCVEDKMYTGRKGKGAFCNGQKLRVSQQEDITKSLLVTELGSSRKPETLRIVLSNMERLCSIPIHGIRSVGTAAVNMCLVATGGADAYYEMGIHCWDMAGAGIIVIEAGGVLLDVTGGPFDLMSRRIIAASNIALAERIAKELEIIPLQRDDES
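Cellular IMPase inhibition is scored as a rise in cytosolic IP1, detected by competitive TR-FRET between d2-labelled IP1 and a europium anti-IP1 antibody. M1-expressing CHO cells were stimulated with carbachol for 30 min at 37C, with lithium (50 mM LiCl) present in the buffer.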
PNC assembly inh: blocks assembly of the perinucleolar compartment. PC3M PTB-GFP, PNC prevalence imaging, 16 h; active compounds read low. activity change (PNC), negative = inhibition, % at 10 µM. actives 3.1% (n = 140,000). AID 2417;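 active means readout at or below -70, meaning at least 70% loss of cells showing the perinucleolar compartment, a nuclear body marking cancer cells; inconclusive means readout between -30 and a set limit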;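 further: plate controls were DMSO wells for no effect and camptothecin positive control wells for full effect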
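Compounds are pinned in duplicate onto adhered PC3M cells stably expressing GFP-tagged PTB and incubated 16 h at 37 C. Cells are then fixed, nuclei stained with Hoechst, and PNC-positive cells counted.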
ALOX15B inhib: blocks human 15-lipoxygenase 2 activity. AID 881. actives 0.56% (n = 110,000). Potency, µM (series often up to 57.1 µM), for inactives: top-dose activity change, negative = inhibition, hits mostly inhibitors. purified 15hLO-2, xylenol orange hydroperoxide absorbance. O15296; further: potency means the concentration at half of the fitted maximal effect; nearly all actives have a fitted effect of over 60% in size; many of its hits are not listed in these tables
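Purified human 15hLO-2 (50 nM final) preincubated with compounds 15 min at room temperature in 25 mM Hepes pH 7.5, 0.01% Triton X-100, then 45 uM arachidonic acid added for 90 min; hydroperoxide detected via ferrous/xylenol orange, 573/405 nm absorbance ratio.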
* hit, by the source's call; ? = inconclusive; . = not tested or not shown; & = joins results of further samples; [ ] = another dose, or the depositor's remark. Unless noted, the call rests on the fitted dose curve; in most records, active means well fitted curve in the direction sought with a large enough effect; inconclusive means small, poorly fitted or top-dose-only effect, or another doubt; inactive means no such curve, though single readings can be large; an effect the other way counts as inactive or inconclusive. Unless noted, on the % scale 0 is the no-effect control and ±100 the full control effect.

compound | ALOX12 inhib | IMPase cell inh | PNC assembly inh | ALOX15B inhib
C=CCOc1ccccc1CN1CCSCC1 | -4% | 2 | 13 | -9%
CC1Nc2ccccc2C(=O)N1NS(=O)(=O)c1ccccc1 (configuration not stated) | -1% | . | -6 | .
CCOC(=O)c1ccc(N2NC(=O)/C(=C/c3ccc(OC(=O)c4ccco4)c(OC)c3)C2=O)cc1 | 6% | . | ? | .
C=C1CC[C@@H]2O[C@@]2(C)CC[C@H]2[C@H]1CC2(C)C | -3% | -2 | . | -5%
COc1nc(Oc2ccc(/C=N/O)cc2)nc(N(C)C)n1 | -1% | 9 | 15 | 7%
CCOC(=O)c1cccc(Nc2ncnc3ccccc23)c1 | 0% | -4 | 332 | .
O=C(N/N=C/C=C/c1ccccc1)c1ccc(Br)cc1 | 5% | 0 | -1 | -6%
Clc1ccc(N/N=C/c2ccncc2)cc1Cl | -2% | -13 | 100 | .
O=C(Cc1ccccc1)NCCSCc1ccc(Cl)cc1 | -6% | 5 | -7 | 8%
O=C(Nn1cnnc1)c1ccc(F)c(S(=O)(=O)N2CCCCC2)c1 | 2% | -6 | 28 | -4%
CCOc1cc(/C=N\NC(=O)c2ccc(NC(=O)C(C)(C)C)cc2)ccc1OC(=O)c1ccc(OC)cc1 | 7% | -8 | 50 | 0%
CC(=O)C(CC(=O)N1CCCc2ccccc21)C(=O)Nc1ccc(F)cc1 (configuration not stated) | -7% | 1 | 7 | -5%
CCCCN(CC)C(=O)c1ccc(-c2ccccc2)cc1 | 0% | . | 28 | .
Cc1ccc(NC(=O)C(c2ccc(Cl)cc2)N2CCCCC2)cc1 (configuration not stated) | -1% | 9 | 27 | 56%[activator]
COc1cccc(NC(=O)Cc2nnc(SCC(=O)NC(C)c3ccccc3)n2C)c1 (configuration not stated) | 5% | -4 | 19 | 0%
O=C(NCCc1c[nH]c2ccccc12)c1ccc([N+](=O)[O-])cc1 | -4% | . | 40 | .
O=C(Nc1ncc2c(n1)-c1ccccc1OC2)c1ccccc1Cl | -1% | 1 | 42 | -12%
CC(NC(=O)/C(C#N)=C1\N=C(NC(=O)c2cccs2)c2ccccc21)c1ccccc1 (configuration not stated) | -2% | . | -23 | .
COc1ccc(/C=C2/N=C3CCCCCN3C2=O)cc1OC | -7% | 9 | -19 | .
Cc1ccc(S(=O)(=O)c2nc(C)oc2NCc2ccccc2)cc1 | 0% | -4 | -14 | -15%
Cc1ccc(S(=O)(=O)c2c(N)n(Cc3ccco3)c3nc4ccccc4nc23)cc1C | -7% | -8 | -5 | ?
CCNC(=S)N/N=C/c1cc(C)ccc1C | -8% | 10 | ? | .
C=CCn1c(SCC(=O)c2cccs2)nnc1-c1cccc(OC)c1 | -15% | 16 | 13 | 1%
CC(/C=C\c1cccnc1)=C/C(=O)O | -7%&5% | 2&-3 | ? | -1%&-4%
Cc1ccnc(NC(=O)CS(=O)(=O)Cc2ccccc2)c1 | 2% | -5 | 3 | -1%
CCOC(=O)C1CCN(C(=O)CSc2nnc(-c3ccco3)n2-c2ccccc2)CC1 | -5% | -6 | 6 | -2%
CN(C)S(=O)(=O)c1ccc(N2CCCC2)c(C(=O)Nc2nc3ccc(F)cc3s2)c1 | 5% | . | ? | .
COc1ccc(NC(=O)CN(C)C2CCCCC2)c([N+](=O)[O-])c1 | -4% | -2 | 14 | .
Cc1nnc(SCC(=O)c2cc(C)n(C3CC3)c2C)s1 | -7% | 0 | -7 | -14%
O=C(OCC(=O)c1ccc[nH]1)c1ccc(S(=O)(=O)N2CCCCC2)cc1 | -3% | -8 | -1 | 10%[2.29 µM]
O=C(Nc1cnccn1)c1csc2ccccc12 | -7% | -9 | 2 | 7%[2.29 µM]
O=C(COc1ccccc1Br)NCc1ccco1 | 1% | 13 | -24 | -4%
CCCC(=O)C1=C(SCC)CC(C)(C)C(C(=O)OC)C1=O (configuration not stated) | ? | -5 | 18 | -4%
CCCNC(=O)c1ccccc1NC(=O)c1ccccc1N(C)S(C)(=O)=O | 0% | -1 | -1 | .
Cc1ccccc1-c1nn2c(-c3ccccc3)nnc2s1 | -10% | 11 | -18 | 6%
CCC(C(=O)NCc1ccco1)N(C(=O)CNS(=O)(=O)c1ccccc1)C1CCCCC1 (configuration not stated) | 0% | 12 | 23 | -6%
Cc1cccc(-n2c(SCC(=O)Nc3ccc4c(c3)OCO4)nnc2-c2ccoc2C)c1 | -13% | 8 | 11 | -5%
Cc1cccc(N2CCN(C(=O)c3cccc(S(=O)(=O)N4CCc5ccccc5C4)c3)CC2C)c1 (configuration not stated) | -2% | 9 | 23 | .
CCOC(=O)c1c(NC(=O)CN2C(=O)NC(C)(c3ccccc3)C2=O)sc(C)c1C (configuration not stated) | -3% | . | ? | .
Cc1ccc(SCc2[nH]nc3c2C(C(C)C)C(C#N)=C(N)O3)cc1 (configuration not stated) | -16% | -2 | -29 | -6%
Cc1ccc(/C=C2\SC(=S)N(CCC(=O)NNC(=O)c3cccnc3)C2=O)cc1 | 0% | -22 | 48 | .
CCCOc1ccc(-c2nc(=S)[nH][nH]2)cc1 | ? | 8 | -6 | ?
CCN1CN(Cc2ccccc2)CNC1=S | -1% | . | -5 | .
COc1ccnc(Oc2ccccc2)c1C(=O)N/C=N/OCc1ccc(F)cc1Cl | -10% | 5 | ? | 20%
Cc1cc(NC(=O)CSc2cc(Cl)ccc2Cl)n(-c2ccccc2)n1 | -1% | 12 | ? | .
Cc1ccc(S(=O)(=O)N2CCC(C(=O)N[C@@H](Cc3ccccc3)C(=O)O)CC2)cc1 | 1% | 1 | -26 | -2%
CCCCNC(=S)NC1CCCC1 | -5% | -3 | 19 | .
COc1cc(OC)cc(C(=O)n2cnnc2N)c1 | 5% | -8 | 42 | -2%
COc1ccc(CN=CC2=C(O)CC(C)(C)CC2=O)cc1 | 4% | 2 | 28 | -3%
Cc1ccc(OC(=O)C23CC4CC(CC(C4)C2)C3)c(C)n1 | -1% | . | 66 | .
COc1ccc(NC(=O)CSc2nnc(Cn3c(=O)sc4ccccc43)n2C)cc1OC | 6% | -3 | 5 | .
O=C(Nc1ccccc1)c1sc(Cl)nc1-c1ccccc1 | 1% | . | 60 | .
Cc1cc(C)nc(NC2=NCCN2C(=O)NC2CCCCC2)n1 | 5% | 3 | -23 | 1%
CC(NC(=O)CCSCCC(=O)NC(C)c1ccccc1)c1ccccc1 (configuration not stated) | 2% | . | ? | .
COC(=O)c1c(NC(=O)c2ccco2)sc(C(=O)N2CCCC2)c1C | -1% | 3 | -18 | 0%
Cc1onc(-c2ccccc2)c1C(=O)NCCc1c[nH]c2ccccc12 | -4% | 6 | 18 | -11%
CC(C)CC(=O)Nc1ccc(F)c(Cl)c1 | -7% | -10 | 0 | -4%
CC1(C)OC(=O)CC1C(=O)NCc1ccccc1 (configuration not stated) | 3% | -4 | 47 | -5%
CC(C)C(OC(=O)c1cc2sccc2n1C)C(=O)NCC1CCCO1 (configuration not stated) | -3% | 4 | 20 | 1%
Cc1cc2ccccc2nc1SCC(=O)N1CCCC1 | -4% | 4 | -22 | 11%

The list continues:
compound | ALOX12 inhib | IMPase cell inh | PNC assembly inh | ALOX15B inhib
O=C(O)CCS(=O)(=O)c1cccc2cccnc12 | -1% | 12 | ? | 2%
O=C(Cn1c2ccccc2c(=O)c2ccccc21)Nc1ccccc1F | -2% | -4 | ? | .
CCc1ccc(OCC(=O)N2CCN=C2c2ccccc2)cc1 | 2% | -4 | 11 | 6%
O=C1c2ccccc2NC2(CCCCC2)N1c1ccc(O)cc1 | 1% | 3 | 31 | -2%
Cc1ccc(-n2c(C)cc(/C=C3/C(=N)N4C(c5ccccc5)=CSC4=NC3=O)c2C)cc1 | 0% | -8 | 36 | .
O=C(c1ccccc1)c1ccc(OC(=O)N2CCCC2)cc1 | -1% | 2 | -26 | .
CN1CCN(C(=O)c2ccccc2NC(=O)CCN2C(=O)c3ccccc3C2=O)CC1 | -1% | 4 | ? | 0%
CCOc1ccc(C(=O)NC(=S)Nc2ncccc2C)cc1[N+](=O)[O-] | -9% | . | -11 | .
COc1cc(NC(=O)CCCc2c[nH]c3ccccc23)cc(OC)c1 | -1% | 7 | -24 | .
COc1ccc(OC)c(CNC(=O)CCN2C(=O)COc3ccccc32)c1 | -1% | -3 | ? | 0%
N#CC(C#N)=CC1=C2OC(c3ccccc3)=CC(c3ccccc3)=C2CCC1 | -1% | 5 | -21 | -13%
c1ccc(CSc2n[nH]c(-c3ccco3)n2)cc1 | -1% | ? | ? | -4%
CN1CC[C@@]2(CCCN(C(=O)c3cc(C(F)(F)F)cc(C(F)(F)F)c3)C2)C1 | 3% | . | . | 3%
COc1ccc(CCn2c(-c3ccccc3)nc3c(c(=O)c4ccccc4n3C)c2=O)cc1 | 1% | . | 17 | .
COC(=O)[C@@H]1O[C@@H](SCCN)[C@@H](O)[C@H](O)[C@H]1O | 0%[11.4 µM] | . | . | -10%[11.4 µM]
COc1ccc2nc(NC(=O)Cn3cnc4c(=O)n(C)c(=O)n(C)c43)sc2c1 | -2% | 7 | ? | 3%[2.29 µM]
C[N+](C)(C)CCCCCCC(=O)/C=N/O | 0% | . | 39 | .
C=CCn1c(SCC(=O)N2CCc3ccccc3C2)nnc1-c1ccncc1 | 0% | . | 39 | .
Cc1ccc(NC(=O)CN2C(=O)NC(Cc3ccccc3)C2=O)cc1 (configuration not stated) | 1% | 7 | ? | 8%
C=CCN1C(=CCO)[C@H]2C[C@H]3[C@@H]1CC[C@@]31c3ccccc3N3C=C4[C@@H]5N(/C=C/2[C@H]31)c1ccccc1[C@]51CC[C@H]2[C@H]1C[C@@H]4/C(=C/CO)N2CC=C | 3%[25.6 µM] | 0[20.6 µM] | . | 26%[25.6 µM]
Fc1ccccc1/C=N/Nc1nn[nH]n1 | 11% | 1 | 22 | -3%
CC(C)(C)NC(=O)C(c1cccs1)N(CC1CCCO1)C(=O)Cn1nnc(-c2cccs2)n1 (configuration not stated) | -8% | -5 | 8 | -1%
O=C(Cn1cnc2ccccc2c1=O)NCCC(=O)N1CCN(c2ccccc2)CC1 | 1% | 5 | ? | -4%
COC(=O)c1sccc1NC(=S)N1CCCCC1 | -7% | -1 | -16 | -10%
CCCCc1nc2sc3c(=O)n(N)cnc3c2c2c1CCCC2 | -5% | -10 | ? | .
COc1ccc(CNC(=O)c2cccc(N(C)C)c2)cc1 | 3% | 1 | -83* | ?
COc1ccc(-c2cc(C(=O)N(C)Cc3ccccc3)no2)cc1OC | -17% | 1 | -10 | -9%
O=S1(=O)CCN(Cc2cccc(Cl)c2)CC1 | -1% | 6 | 10 | -4%
CCc1ccccc1NC(=O)CSc1nnc([C@@H](NC(=O)OC(C)(C)C)C(C)CC)o1 (some centres not stated) | -3% | 6 | 11 | 11%
CCOc1ccc(N2C(=O)/C(=C/c3cc(OC)c(OC)c(OC)c3)N(CC(=O)OC)C2=S)cc1 | -1% | 14 | 8 | -12%
CCCCN1CCC(n2c(=O)[nH]c3ccccc32)CC1 | -7% | 15 | . | 8%
Cc1cccc(OCCCOc2cccc3cccnc23)c1C | 0% | -4 | 26 | 17%

3 entries from above, ordered by SMILES length, rising:
compound | ALOX12 inhib | IMPase cell inh | PNC assembly inh | ALOX15B inhib
CCCCN1CCC(n2c(=O)[nH]c3ccccc32)CC1 | -7% | 15 | . | 8%
CCc1ccc(OCC(=O)N2CCN=C2c2ccccc2)cc1 | 2% | -4 | 11 | 6%
C=CCn1c(SCC(=O)N2CCc3ccccc3C2)nnc1-c1ccncc1 | 0% | . | 39 | .

Compound activity (PubChem)

These rows are one share of the data; rates above refer to the full screens.
